OX1R antag = OX1R (human) antagonism; OX1R-expressing cells, FRET antagonist read-out; AID 485270; O43613; inhibition, % at 6.6 µM; 330,000 compounds, 1.8% hits; in the data active = inhibition mostly above about 38%, no sharp cut-off; inactive = mostly below about 40%;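 also: 0% = agonist challenge alone and 100% = reference antagonist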
Target sequence (O43613 whole entry, looked up): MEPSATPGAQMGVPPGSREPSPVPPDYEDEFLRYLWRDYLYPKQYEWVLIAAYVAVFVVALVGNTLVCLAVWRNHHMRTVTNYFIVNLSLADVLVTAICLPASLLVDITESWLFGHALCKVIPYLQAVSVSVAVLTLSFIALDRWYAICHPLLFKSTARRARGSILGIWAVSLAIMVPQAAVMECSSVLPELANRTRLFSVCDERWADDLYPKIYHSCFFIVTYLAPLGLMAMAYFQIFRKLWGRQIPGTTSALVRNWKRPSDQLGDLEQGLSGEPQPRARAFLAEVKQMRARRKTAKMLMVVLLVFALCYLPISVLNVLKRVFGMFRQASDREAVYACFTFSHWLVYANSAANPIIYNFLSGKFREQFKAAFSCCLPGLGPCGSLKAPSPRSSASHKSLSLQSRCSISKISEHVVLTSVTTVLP
STK33 kinase inh = blocks human STK33 kinase activity; AID 2661; inhibition, % at 10 µM; 320,000 compounds, 0.073% hits; purified STK33, MBP phosphorylation, ADP-Glo luminescence;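 active = inhibition at or above 25%, using the most active replicate where run in duplicate; inactive = inhibition below 25%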
Target sequence (Q9BYT3 whole entry, looked up): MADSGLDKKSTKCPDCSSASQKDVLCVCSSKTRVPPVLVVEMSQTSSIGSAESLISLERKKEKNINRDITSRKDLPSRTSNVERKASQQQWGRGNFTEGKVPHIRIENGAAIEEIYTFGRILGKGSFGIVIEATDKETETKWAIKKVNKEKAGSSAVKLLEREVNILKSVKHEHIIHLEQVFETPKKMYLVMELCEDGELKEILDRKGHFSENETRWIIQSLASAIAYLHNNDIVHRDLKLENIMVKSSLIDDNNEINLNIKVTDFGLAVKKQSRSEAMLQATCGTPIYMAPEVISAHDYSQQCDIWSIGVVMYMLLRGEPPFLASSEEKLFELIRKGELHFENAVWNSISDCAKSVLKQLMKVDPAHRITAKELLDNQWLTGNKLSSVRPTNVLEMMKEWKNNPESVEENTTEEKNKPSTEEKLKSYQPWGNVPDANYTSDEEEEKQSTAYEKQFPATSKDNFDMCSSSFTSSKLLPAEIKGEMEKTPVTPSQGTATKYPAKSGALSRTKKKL
* marks the source's active call; other numbers are inactive results; . = not tested or not shown. Rows were taken by chance; any-hit rate near 1.8%.

SMILES	OX1R antag	STK33 kinase inh
Cc1ccccc1NC(=S)NC(=O)c1cc(-c2ccccc2)nc2ccccc12	8.3	-0.5
O=C(NNC(=O)C1CC(c2cccs2)=NO1)Nc1ccccc1 (stereo unspecified)	14.9	-1.0
COC(=O)c1cc(Nc2cc(C)c3ccc(O)cc3n2)cc(C(=O)OC)c1	16.4	-0.9
CC(C)(C)C(=O)Nc1ccccc1N1CCN(C(=O)c2ccc(Cl)cc2)CC1	22.3	0.3
COc1ccccc1NC(=O)c1ccc(NC2=NC3CS(=O)(=O)CC3S2)cc1 (stereo unspecified)	-6.6	1.2
COc1ccc2[nH]c(C)c(CCN(Cc3cccs3)C(=S)Nc3ccc(F)cc3)c2c1	13.6	-0.1
Cc1ccccc1CC1(CO)CCCN(C(=O)c2cc(-c3ccccc3)no2)C1 (stereo unspecified)	35.6	-0.8
CCN(CC(=O)Nc1ccc(NC(C)=O)cc1)C(=O)COc1ccccc1-c1ccccc1	13.2	0.5
C#CCSc1nc2[nH]ncc2c(=O)[nH]1	6.8	0.9
CCOC(=O)Cc1cc(-c2ccc(O)cc2)nc2ccc3ccccc3c12	1.4	-2.8
Cc1ccc(OC(=O)c2ccc3snnc3c2)cc1	9.8	-0.8
CCN(CC)Cc1c(C(=O)N/N=C/c2ccncc2)nnn1-c1nonc1N	4.4	3.8
Cn1ncc2cc(NC(=S)NC(=O)c3ccccc3)ccc21	17.5	0.5
Cc1cc(C)c(OCCN(C)Cc2ccccc2)c(Br)c1	7.1	-1.3
O=C1c2cccc3cccc(c23)C(=O)N1Cc1ccco1	4.8	-1.7
C=C(C)C(=O)OCC(C)C	2.3	-2.4
O=C(c1ccccc1)c1ccccc1NC(=O)C1CCCN1Cc1ccccc1 (stereo unspecified)	39.0	-1.0
Cc1cccc(N2C(=S)N=C(Nc3c(C)cccc3C)C23CCOC(C)(C)C3)c1 (stereo unspecified)	9.1	-2.5
Cc1ccc(C2CC(=O)NC(SCCC(C)C)=C2C#N)cc1 (stereo unspecified)	12.5	2.0
COc1ccc(C(CNC(=O)COc2ccc(Cl)cc2C)N2CCCCC2)cc1 (stereo unspecified)	18.1	-0.7
COc1ccc(OC)c(NC(=O)CSc2nnc(CNC(=O)c3ccco3)o2)c1	11.8	2.2
COc1cc(CNC(C)c2ccccc2)cc(Br)c1OCc1ccccc1 (stereo unspecified)	-1.7	-2.5
Cc1nc2ccc(-n3ccc(=O)cc3)cc2s1	19.4	-4.3
Cc1oncc1-c1cn2ccccc2n1	5.6	-3.0
CCCS(=O)(=O)N1CCCC(c2nc(-c3cccc(OC)c3)no2)C1 (stereo unspecified)	10.3	-1.2
Later entries
SMILES	OX1R antag	STK33 kinase inh
COc1ccc(C(=O)NC2CCCc3ccccc32)cc1Br (stereo unspecified)	20.2	-1.5
CC(C)CNC(=O)COC(=O)CCC(=O)c1ccc(Cl)cc1	17.6	-0.1
NC(=O)CCC(NS(=O)(=O)c1ccc(Cl)cc1)C(=O)NCC1CCCCC1 (stereo unspecified)	12.4	-0.7
COC(=O)c1ccc(-c2noc(CN3C[C@H]4CC[C@H]3C4)n2)cc1	1.9	0.8
COc1cc(CCN2C(=O)c3cccc4cccc(c34)C2=O)c(S(=O)(=O)NCCO)cc1OC	31.1	-0.1
Cc1cc2nc(SCC(=O)N(C)C)c3c(c2cc1C)CCCC3	36.9	-1.6
S=C(NCc1ccccc1)N1CCN(C(=S)NCc2ccccc2)CC1	1.4	0.2
O=C(c1cccs1)N1CCN(c2ccc(Cl)cc2)CC1	0.9	-2.4
CC(C)OC(=O)CSc1nnc(-c2ccco2)n1N	-12.4	0.6
Cc1ccc(C(=O)NCc2ccccn2)o1	25.6	-3.4
Cn1nc(C(=O)Nc2cccc(C(F)(F)F)c2)c2ccccc2c1=O	11.1	-0.8
CCc1ccc(NC(=O)CSc2nc(=O)n(CCN(C)C)c3c2CCCC3)cc1	10.6	0.3
Cc1ccc(CSc2nc3nc(C)cc(C)c3c(=O)[nH]2)cc1	14.2	-2.6
CCOC(=O)C1CCN(C(=O)c2cnn3c(C)cc(C)nc23)CC1	16.1	-0.3
Cc1cccc(C(C)C)c1NC(=O)CSc1cccc[n+]1[O-]	8.7	0.3
COc1cc(CNc2ccc3[nH]c(=O)[nH]c3c2)ccc1OCc1c(F)cccc1Cl	.	-0.5
Cc1ccccc1NC(=O)CSC1=C(C#N)C(c2ccsc2)CC(=O)N1 (stereo unspecified)	23.2	-1.4
COc1ccc(N2CCN(CC(=O)NC(C)c3ccccc3)CC2)cc1 (stereo unspecified)	18.0	-0.9
COc1ccc(C(=O)Nc2ccc(CN3CCCCC3)cc2)cc1	-5.4	-0.3
CC(=O)Nc1nonc1-c1nc2ccccc2n1CCC#N	8.3	-0.9
CC(=O)Oc1cc(O)c2c(c1)OC(c1ccc(OC(C)=O)c(OC(C)=O)c1)C(OC(C)=O)C2=O (stereo unspecified)	4.8	0.2
Cn1c(=O)c(N)c2c3c(c(Br)ccc31)C(=O)c1ccccc1-2	20.6	2.8
CC(C)(C)c1ccc(/C=C/C(=O)NC2=NCCS2)cc1	9.6	0.0
O=C(CNCc1ccc(Cl)cc1)Nc1ccc(C(=O)N2CCCCCC2)cc1	8.1	-1.4
COc1ccc(C)cc1N(CC(=O)N1CCCCCC1)S(C)(=O)=O	3.9	1.3
(next part)
SMILES	OX1R antag	STK33 kinase inh
COC(=O)c1ccc(NC(=O)CN2C(=O)NC3(CCC(C)CC3)C2=O)cc1 (stereo unspecified)	4.8	1.3
COc1cc(/C=C/C(=O)N(Cc2ccccc2)c2ccccn2)cc(OC)c1OC	13.9	-0.7
Cc1c2n(c3ccccc13)CCC2=O	2.4	-1.1
O=C(C1CCCN(S(=O)(=O)c2cc(Cl)ccc2Cl)C1)N1CCCC1 (stereo unspecified)	16.9	-1.3
CN(C)/C=C/C(=O)Oc1ccc(Cl)cc1Cl	6.7	0.8
CSc1nc2ccc(NS(=O)(=O)c3ccc(Cl)s3)cc2s1	37.7	0.0
COc1ccc(OCCNC(=O)C(c2ccccc2)c2ccccc2)cc1	18.2	-0.6
CC(=O)c1c(C)[nH]c(-c2ccccc2)nc1=S	0.3	-0.7
CCc1nc(NCc2ccc3c(c2)OCO3)c2oc3ccccc3c2n1	21.8	-0.8
CCOC(=O)c1cc2c(nc1N)CC(C)(C)OC2	7.6	0.2
COC(=O)[C@H](Cc1ccccc1)NC(=O)N1CC(C)OC(C)C1 (stereo partly specified)	14.2	-1.1
COc1ccccc1CNC(=O)C1CCN(S(=O)(=O)c2ccc3c(c2)CC(C)N3C(=O)C2CC2)CC1 (stereo unspecified)	28.5	-1.1
Cc1cc(C(=O)N2CCCc3ccccc32)no1	7.9	0.1
COc1ccc(NC(C)=[N+](C)CCNS(=O)(=O)c2ccc(Cl)cc2)cc1	24.6	0.3
Cc1ccccc1NS(=O)(=O)c1ccc(OCC(=O)NCc2cccnc2)cc1	20.3	.
Cc1cnc(CNC(=O)c2ccc3oc(C(C)C)nc3c2)[nH]1	-0.7	-0.4
CCOc1ncccc1C(=O)Nc1ccc(Cl)cc1	19.7	3.3
C=CCNC(=O)/C(=C\c1ccc(Br)cc1)NC(=O)c1ccccc1OC	7.0	0.5
Cc1cc(/C=N/NC(=O)c2ccccn2)c(C)n1-c1cccc([N+](=O)[O-])c1	15.9	-0.6
O=C1C=C(NCc2ccncc2)CC(c2ccccc2)C1 (stereo unspecified)	14.5	0.7
CC(C)OC(=O)c1c(NC(=O)C2CC=CCC2C(=O)O)sc2c1CCCCC2 (stereo unspecified)	43.4	-0.1
COCCN1C(=O)c2oc3cc(C)c(C)cc3c(=O)c2C1c1cccc(O)c1 (stereo unspecified)	14.2	0.9
Cc1nc(C(=O)O)cc2c1[nH]c1ccccc12	8.4	-0.8
O=C(COc1ccc(Cl)cc1Br)Nc1ccncc1	19.2	3.0
CC(C)CC(=O)NC(c1ccccc1Cl)c1c(O)ccc2ccccc12 (stereo unspecified)	12.5	-6.6
New compounds follow:
SMILES	OX1R antag	STK33 kinase inh
Cc1cccc(C)c1OC(=O)CSc1nnc(-c2ccccc2O)o1	13.3	0.7
N#Cc1cnc2ncnn2c1-c1ccccc1	23.3	0.1
COc1ccc(N2CCN(CCCNC(=O)C3CCCN(S(=O)(=O)c4cnc[nH]4)C3)CC2)cc1 (stereo unspecified)	4.9	-0.2
O=C(NC(=S)N1CCN(c2ccccc2)CC1)c1ccccc1	13.1	1.3
CCOC(=O)CC1(NC(=O)C2CCC(=O)N(C3CC3)C2)CCCCC1 (stereo unspecified)	20.0	.
CC1(C)Cc2c(C#N)c(N3CCN(C(=O)c4ccco4)CC3)nc(-c3ccco3)c2CS1	14.0	-0.1
N#Cc1c2n(c3c(=O)n(Cc4ccc(Cl)cc4)cnc13)CCCCC2	23.9	0.2
O=C(COC(=O)c1ccc(OC(F)F)cc1)NCCNC(=O)COC(=O)c1ccc(OC(F)F)cc1	17.8	-0.2
COc1ccc(NC(=O)CSc2nc(N)c(C#N)cc2C#N)cc1	2.0	-0.6
COc1ccc(/C=N/NC(=O)c2ccc(Br)o2)cc1Cn1cc([N+](=O)[O-])cn1	37.0	-0.3
Cc1cc(N2CCCC2)nc2ccc(NC(=S)NC(C)C)cc12	23.6	0.1
COCCN(CC(=O)Nc1cccc(C)c1C)C(=O)c1cc(-c2ccncc2)nc2ccccc12	2.3	-0.9
Cc1ccc(Nc2cc(C)nc3nc(C)nn23)c(C)c1	12.9	-0.2
C=CCN(CC=C)C(=S)NC(=O)/C=C/c1ccccc1	5.4	-0.7
COC(=O)c1cc(NC(=O)CCc2c(C)nc3ncnn3c2C)cc(C(=O)OC)c1	9.6	-1.4
COc1ccc(C(=O)Nc2ccc(N3CCN(C)CC3)cc2)cc1OC	35.5	-2.0
CC1(C)CC(CNCCC(c2ccc(F)cc2)c2ccco2)CCO1 (stereo unspecified)	11.5	-0.7
COc1cccc2c(=O)n(CC(=O)N3CCCCCC3)ccc12	14.6	-1.6
CCOC(=O)c1sc(N)nc1-c1ccccc1	11.4	0.6
CCOc1cc(CO)c(Br)cc1OCC(=O)O	4.5	-0.9
COc1ccc2c(c1)CCc1c(C(=O)N3CC4(C)CC3CC(C)(C)C4)noc1-2 (stereo unspecified)	11.4	0.0
O=C(CNS(=O)(=O)c1ccc(Br)cc1)NCc1ccncc1	17.6	-0.1
Cc1cc(C)n2nc(SCC(=O)N3CCC(C)CC3)nc2n1	7.3	-2.2
O=C(COc1ccc(Cl)cc1)NCc1nnc(SCC(=O)Nc2ccccc2)o1	20.0	0.0
Cc1cc(=O)oc2cc(OC(=O)CCN3C(=O)c4ccccc4C3=O)ccc12	10.4	0.0

Random excerpt: five records from the list.
SMILES	OX1R antag	STK33 kinase inh
COc1cccc2c(=O)n(CC(=O)N3CCCCCC3)ccc12	14.6	-1.6
O=C(NC(=S)N1CCN(c2ccccc2)CC1)c1ccccc1	13.1	1.3
O=C(COc1ccc(Cl)cc1)NCc1nnc(SCC(=O)Nc2ccccc2)o1	20.0	0.0
COC(=O)c1cc(NC(=O)CCc2c(C)nc3ncnn3c2C)cc(C(=O)OC)c1	9.6	-1.4
Cc1ccc(Nc2cc(C)nc3nc(C)nn23)c(C)c1	12.9	-0.2

Other records:
SMILES	OX1R antag	STK33 kinase inh
CCOc1nc2cnccc2n(CC(=O)Nc2cccc(C)c2)c1=O	10.9	-0.3
O=C(COC(=O)c1cccc(Br)c1)Nc1ccc2[nH]c(=O)[nH]c2c1	19.2	-1.6
CCN(c1cccc(C)c1)S(=O)(=O)c1cn(CC(=O)OC)c2ccc([N+](=O)[O-])cc12	5.0	-1.2
CCOc1ccccc1-c1nc2c([nH]1)c(=O)n(C)c(=O)n2C	22.1	0.4
CC(C)[C@H](NC(=O)c1cccc(CN(Cc2ccccc2)C(=O)c2ccccc2)c1)C(=O)O	5.9	0.1
Cc1cccc(NC(=O)CSc2nnc(CNC(=O)c3ccc(S(=O)(=O)N(C)C)cc3)n2-c2ccccc2)c1	1.2	-2.6
CCN1C(=O)NC2=C(C(=O)c3ccccc32)C1c1ccccc1F (stereo unspecified)	35.1	-0.2
Nc1nc(SCC(=O)OCc2ccccc2)[nH]c(=O)c1NC(=O)c1ccco1	4.5	-1.6
COc1ccc(-c2csc(NC(=O)Cc3cc(OC)c(OC)c(OC)c3)n2)cc1OC	18.1	-0.1
c1ccc(-n2c(-c3cccs3)nc3nc4ccccc4nc32)cc1	17.5	0.0
Cc1ccc(NC(=O)c2cc(Cl)ccc2[N+](=O)[O-])cc1C	37.5	-1.1
Cc1ccc(S(=O)(=O)c2ncccc2N)cc1	12.4	0.6
CCOc1cc(/C=C/C(=O)c2ccc(O)cc2)ccc1OCC(=O)N(C)C	17.1	8.5
COc1ccc(C(=O)CCC(=O)N2CCN(c3ccc([N+](=O)[O-])cc3)CC2)cc1	23.8	-1.2
O=C(/C=C/c1cccc([N+](=O)[O-])c1)N1CCOCC1	28.6	-1.5
CCOc1ccc(-c2cc(NC(=O)Cn3ncc4c3-c3ccccc3OC4)on2)cc1OCC	2.2	-1.0
O=C(CCCN1C(=O)c2ccccc2C1=O)Oc1ccc(Cl)cc1	0.2	0.0
C=CCn1c(CSc2ccc(C)cc2)n[nH]c1=S	6.9	0.0
CCc1noc(C)c1C(=O)OC(C)C(=O)Nc1ccc(Cl)cn1 (stereo unspecified)	7.7	0.7
c1ccc2c(c1)CC(N1CCCCC1)c1ccccc1S2 (stereo unspecified)	8.9	-0.1

Whole records as entered above. Values in the order: OX1R antag, STK33 kinase inh
`CCN1C(=O)NC2=C(C(=O)c3ccccc32)C1c1ccccc1F` (stereo unspecified) is entered as 35.1, -0.2
`CCN(c1cccc(C)c1)S(=O)(=O)c1cn(CC(=O)OC)c2ccc([N+](=O)[O-])cc12` is entered as 5.0, -1.2
`c1ccc(-n2c(-c3cccs3)nc3nc4ccccc4nc32)cc1` is entered as 17.5, 0.0
`Cc1ccc(S(=O)(=O)c2ncccc2N)cc1` is entered as 12.4, 0.6
`CCOc1cc(/C=C/C(=O)c2ccc(O)cc2)ccc1OCC(=O)N(C)C` is entered as 17.1, 8.5

Screening data (PubChem)
